Screening data: PubChem, several laboratories
GLD-1 TGE inh: GLD-1-TGE RNA interaction inhibition (C. elegans). Q17339. purified GLD-1 + fluorescein TGE RNA, fluorescence polarization. inhibition, % at 5.96 µM. hit rate 0.44% among 320,000. AID 2280;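 active = percent inhibition above a per-plate cutoff, the plate mean of test compounds plus 3 SD, cut at about 30% in these data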;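 also: 0% = DMSO wells with GLD-1 and probe and 100% = wells lacking GLD-1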
CIT2-GFP yeast: alters CIT2-GFP fluorescence in TOR pathway yeast screen; S. cerevisiae CIT2-GFP strain, flow cytometry, 3 h; 100 means same as DMSO wells; GFP response vs DMSO, % at 10 µM; hit rate 0.065% among 320,000; AID 2029;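 active = GFP response relative to DMSO above a set limit, near the screen mean plus 3 SD, cut at about 150% in these data; inconclusive = Fewer than 70 cells measured for a yeast strain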;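 also: ratio of well median GFP fluorescence to mean of DMSO wells on the plate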
AGP1 TOR yeast: yeast TOR pathway AGP1-GFP modulation. S. cerevisiae AGP1-GFP multiplex flow cytometry, 3 h; GFP as percent of DMSO wells. GFP response vs DMSO, % at 10 µM. hit rate 0.02% among 320,000;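 active = GFP response relative to DMSO above a set limit, near screen average plus 3 SD, cut at about 150% in these data; inconclusive = fewer than 70 cells counted for the yeast strain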;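 also: median GFP channel fluorescence of the gated AGP1 strain per well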
MEX-5 binding: C. elegans MEX-5 TCR-2 RNA binding activity | Q9XUB2 | MEX-5/FITC-TCR2 RNA binding, fluorescence polarization; hits give low values | activity score (negative = inhibition of binding), % at 10 µM | hit rate 0.38% among 300,000;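 active = inhibition past about -25% in most replicates, and total fluorescence under double the plate's negative control median, limit read from the data; inconclusive = replicates evenly split on the limit, or fluorescence at least double controls; inactive = too little inhibition in most replicates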;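 also: 0% = DMSO and -100% = 5 µM competing unlabeled TCR2 RNA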
Target sequence (Q9XUB2 whole entry, looked up): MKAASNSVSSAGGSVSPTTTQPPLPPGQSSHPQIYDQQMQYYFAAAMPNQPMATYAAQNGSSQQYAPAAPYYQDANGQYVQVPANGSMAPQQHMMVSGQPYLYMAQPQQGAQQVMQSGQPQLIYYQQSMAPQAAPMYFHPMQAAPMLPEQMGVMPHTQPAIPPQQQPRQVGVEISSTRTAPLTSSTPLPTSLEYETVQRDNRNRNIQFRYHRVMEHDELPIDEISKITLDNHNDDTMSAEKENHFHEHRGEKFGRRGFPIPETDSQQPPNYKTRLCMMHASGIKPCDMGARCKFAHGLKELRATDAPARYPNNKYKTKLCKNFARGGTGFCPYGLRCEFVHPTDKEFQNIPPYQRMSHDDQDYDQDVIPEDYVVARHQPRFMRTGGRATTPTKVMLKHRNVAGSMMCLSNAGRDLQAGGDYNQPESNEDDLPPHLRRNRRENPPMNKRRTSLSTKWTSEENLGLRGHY
MCL1-BIM inh: inhibitors of human MCL1 binding to BIM-BH3 peptide; Q07820; GST-MCL1 / FITC-Bim-BH3 fluorescence polarization; inhibition, % at 10.9 µM; hit rate 0.68% among 320,000;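 active = inhibition above the mean inhibition of all tested compounds plus 3 SD, set per campaign, cut at about 40% in these data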;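 also: 0% = DMSO wells and 100% = unlabeled Bim-BH3 peptide control; higher means more loss of mP so more displacement of Bim peptide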
Target sequence (Q07820 whole entry, looked up): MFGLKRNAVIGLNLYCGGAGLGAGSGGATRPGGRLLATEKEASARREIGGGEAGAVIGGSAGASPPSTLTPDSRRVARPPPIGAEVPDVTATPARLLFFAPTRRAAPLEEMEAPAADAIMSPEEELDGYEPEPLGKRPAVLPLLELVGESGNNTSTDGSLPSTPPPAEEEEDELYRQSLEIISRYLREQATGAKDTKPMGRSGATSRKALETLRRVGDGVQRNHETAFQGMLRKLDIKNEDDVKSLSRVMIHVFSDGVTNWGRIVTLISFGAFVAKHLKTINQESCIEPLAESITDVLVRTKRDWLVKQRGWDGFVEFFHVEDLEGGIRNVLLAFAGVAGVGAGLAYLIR
GRK2 aptamer HTS: blocks RNA aptamer binding to human GRK2. inhibition of aptamer binding, % at 10 µM. AID 488847. hit rate 0.59% among 330,000. P25098. bead flow cytometry, FAM-aptamer displacement from GRK2;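 active = inhibition of aptamer binding above 40%, roughly 3 SD of noise, on plates passing a quality check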;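 also: median bead fluorescence of bound FAM aptamer so fluorescent compounds give negative values; no value below 0 was filed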
VLA-4 inh: inhibition in a human VLA-4 binding assay; P13612; VLA-4 expressing cells, ligand binding flow cytometry; inhibition, % (about 7 µM as worked out from the volumes in the protocol); hit rate 0.2% among 330,000; AID 2557; in the data active = inhibition above about 50%
Bcl-xL primary: Bcl-xL (human) inhibition. Q07817. GST-Bcl-xL / FITC-Bim BH3 peptide fluorescence polarization. inhibition, % at 10.9 µM. hit rate 0.7% among 320,000. AID 2129;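 active = inhibition above the mean of all tested compounds plus 3 SD, cutoff set per campaign, cut at about 30% in these data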;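 also: 0% = DMSO wells and 100% = unlabeled Bim-BH3 peptide competitor; inhibitors lower millipolarization by displacing the labeled peptide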
Fam108B counter: Fam108B inhibition, counter-screen for RBBP9 inhibitors. recombinant Fam108B, FP-Rh probe fluorescence polarization. inhibition, % at 9.51 µM. hit rate 0.33% among 300,000;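 active = inhibition above the screen mean inhibition plus 3 SD, computed separately per campaign, cut at about 18% in these data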;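 also: inhibitors lower polarization as less probe binds the enzyme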
* = called active by the depositor; ? = inconclusive; nt = no result given.

entry	canonical_smiles	GLD-1 TGE inh	CIT2-GFP yeast	AGP1 TOR yeast	MEX-5 binding	MCL1-BIM inh
1	Cc1ccc(CCNS(=O)(=O)c2cc3c(cc2C)n(C)c(=O)c(=O)n3C)cc1	5	91	97	3.3	4
2	Cc1ccc([N+](=O)[O-])cc1N=Cc1ccc(Br)s1	2	113	106	-0.2	-1
3	O=C(CSc1nnc(NC2CC2)s1)Nc1ccc(N2CCOCC2)cc1	2	101	101	nt	3
4	Cc1cc(C(F)(F)F)nn1Cc1ccc(C(=O)NCc2ccco2)o1	0	95	94	-5.1	4
5	COc1ccc(/C=C2\CCCC3C2=NN(C(=O)c2scnc2C)C3c2ccc(OC)c(OC)c2)cc1OC (centres undefined)	8	96	102	-2.1	2
6	COc1ccccc1NC(=O)Nc1sccc1-c1nc2ccccc2s1	1	77	97	2.8	1
7	COc1ccccc1C1(CC(=O)O)CCOC(C(C)C)C1 (centres undefined)	1	110	105	2.5	8
8	COc1ccc(C)cc1S(=O)(=O)N(C)CC(=O)N1CCC(C)CC1	1	98	105	-0.9	11
9	COc1cccc(NC(=O)Nc2ccc3c(c2)nc(C)n3C)c1	-7	108	105	3.0	5
10	CCOc1cccc(C2C(C#N)=C(N)Oc3cc(C)[nH]c(=O)c32)c1OCC (centres undefined)	3	100	99	2.5	-9

entry	GRK2 aptamer HTS	VLA-4 inh	Bcl-xL primary	Fam108B counter
1	0	2	2	-1
2	0	1	2	-2
3	0	5	1	nt
4	0	4	7	1
5	2	3	6	3
6	0	-36	6	4
7	0	7	0	11
8	0	-18	3	1
9	0	1	4	5
10	0	-2	0	-3

entry	canonical_smiles	GLD-1 TGE inh	CIT2-GFP yeast	AGP1 TOR yeast	MEX-5 binding	MCL1-BIM inh
11	COC(=O)c1ccc(NS(=O)(=O)c2ccc(SC)cc2)cc1	5	96	98	0.3	7
12	COc1ccc(S(=O)(=O)N(C)CC(=O)N2CCCC2)cc1Cl	-3	107	106	1.3	16
13	COCCOCC(O)CN1CCN(c2ccc(C)cc2)CC1 (centres undefined)	3	104	103	1.0	0
14	O=C(Cc1cccs1)N1CCCC(c2nc3c(nnn3Cc3ccccc3Cl)c(=O)[nH]2)C1 (centres undefined)	3	?	?	-0.4	-8
15	CNC(=O)COc1ccc(-c2nn(C)c(=O)c3ccccc23)cc1	5	109	108	1.3	3
16	COc1cc(OC)cc(C(=O)NNC(=O)CCC(=O)c2cccs2)c1	2	96	100	6.9	7
17	CCN(CC)CCCn1c(SCC(=O)Nc2cccc(F)c2)nnc1-c1ccoc1C	-4	92	89	0.2	0
18	O=C(O)c1ccc(N2C(=O)CC(N3CCN(c4ccc(Cl)cc4)CC3)C2=O)cc1 (centres undefined)	-3	102	100	1.4	0
19	COc1cccc(CN(C)C(=O)c2ccc(Oc3ccccc3)cc2)c1OC	2	87	92	2.6	4
20	CCCCCn1c(CN2CCN(C)CC2)nc2c1c(=O)n(C)c(=O)n2C	8	99	92	-2.4	2

entry	GRK2 aptamer HTS	VLA-4 inh	Bcl-xL primary	Fam108B counter
11	0	2	3	-2
12	5	-2	6	0
13	0	0	3	0
14	0	-3	0	-3
15	0	-2	1	0
16	0	-3	4	1
17	0	3	3	3
18	1	18	1	4
19	0	0	4	3
20	3	9	2	-6

Part of the list above in order of molecular weight, rising:
entry	canonical_smiles	GLD-1 TGE inh	CIT2-GFP yeast	AGP1 TOR yeast	MEX-5 binding	MCL1-BIM inh
15	CNC(=O)COc1ccc(-c2nn(C)c(=O)c3ccccc23)cc1	5	109	108	1.3	3
12	COc1ccc(S(=O)(=O)N(C)CC(=O)N2CCCC2)cc1Cl	-3	107	106	1.3	16
17	CCN(CC)CCCn1c(SCC(=O)Nc2cccc(F)c2)nnc1-c1ccoc1C	-4	92	89	0.2	0

entry	GRK2 aptamer HTS	VLA-4 inh	Bcl-xL primary	Fam108B counter
15	0	-2	1	0
12	5	-2	6	0
17	0	3	3	3

Other entries.
entry	canonical_smiles	GLD-1 TGE inh	CIT2-GFP yeast	AGP1 TOR yeast	MEX-5 binding	MCL1-BIM inh
21	COc1cc([N+](=O)[O-])ccc1NC(=O)CCCOc1cc(C)ccc1C	-4	98	97	-1.2	-2
22	CCCCc1cc(=O)oc2cc(C)cc(OC(C)C(=O)NCc3ccncc3)c12 (centres undefined)	1	100	97	2.3	-7
23	O=C(Cn1c(=O)oc2ccccc21)Nc1ccc(Cl)cc1Cl	-2	109	100	-1.6	1
24	O=C(Nc1ccc2c(c1)OCO2)c1ccc(N2CCCC2)c([N+](=O)[O-])c1	-3	85	88	1.2	3
25	O=C(Nc1nc2cc3c(cc2s1)OCO3)C1=COCCO1	-8	93	87	0.7	0
26	CC(CCN1C(N(C)C)=NC[C@@H]1C)c1ccccc1 (some centres undefined)	-5	95	94	nt	6
27	COC(=O)c1ccccc1NC(=O)N1CCN(c2ccccc2)CC1	-5	101	95	1.1	-13
28	CC(=O)c1cccc(N=C2C(=O)Nc3ccccc32)c1	6	106	106	2.8	7
29	Cn1c(C(=O)N2CCCC(C(=O)NCCCc3ccccc3)C2)cc2sccc21 (centres undefined)	5	91	102	-1.6	-2
30	O=C(CO/N=C/c1ccc2c(c1)OCO2)Nc1cccc(Br)c1	-4	92	90	2.2	-9

entry	GRK2 aptamer HTS	VLA-4 inh	Bcl-xL primary	Fam108B counter
21	0	14	-2	-5
22	2	28	0	0
23	2	-9	-1	-2
24	0	0	8	10
25	0	3	6	1
26	0	-2	4	1
27	2	3	-13	-3
28	0	3	2	-1
29	4	-13	-4	-3
30	0	4	0	0

entry	canonical_smiles	GLD-1 TGE inh	CIT2-GFP yeast	AGP1 TOR yeast	MEX-5 binding	MCL1-BIM inh
31	CC(C)(Oc1ccc(Cl)cc1)C(=O)Nc1ncccn1	4	nt	96	-0.1	3
32	O=C(COc1ccc(Br)cc1)NCc1cn2ccccc2n1	4	99	104	2.5	3
33	Cc1nc(C(=O)NCCCO)cc2c1[nH]c1ccccc12	-6	102	97	2.2	-2
34	Cc1cccc(/C=N\N=C\c2cccc(C)c2)c1	3	93	84	1.4	3
35	CC(C)C(c1nnnn1CCc1ccccc1)N1CCC(C(N)=O)CC1 (centres undefined)	10	97	103	-0.7	7
36	O=C(Nc1ccc(N2CCOCC2)nc1)c1ccc(F)cc1	4	nt	105	0.5	7
37	O=[N+]([O-])c1ccc(COc2ccc(Br)cc2CN2CCOCC2)cc1	6	82	101	3.2	-11
38	CCC(=O)Nc1nc2cc(OC)ccc2s1	2	?	?	1.4	-1
39	CCC(=O)NN1CCN(c2ccncc2S(=O)(=O)N2CCCCC2)CC1	1	102	101	1.4	-2
40	CN1C2=NCCN2C(=O)c2cc(Cl)ccc21	1	106	99	-0.3	5

entry	GRK2 aptamer HTS	VLA-4 inh	Bcl-xL primary	Fam108B counter
31	0	10	4	-2
32	0	13	5	1
33	0	-6	0	-5
34	nt	-3	2	-4
35	0	15	9	5
36	15	6	9	0
37	0	8	-11	3
38	0	10	0	1
39	1	11	3	1
40	0	-9	3	0

entry	canonical_smiles	GLD-1 TGE inh	CIT2-GFP yeast	AGP1 TOR yeast	MEX-5 binding	MCL1-BIM inh
41	Cc1c(CN2CCCCC2)c(O)n(CCO)c(=O)c1C#N	8	101	103	-13	18
42	CC(=O)NC(CCS(C)(=O)=O)C(=O)Nc1cccc(C)c1C (centres undefined)	-2	104	103	1.4	0
43	Cn1ccc(C(=O)OCC(=O)Nc2cccc(Cl)c2)n1	-1	97	99	-3.0	-1
44	O=C(Cn1cnc2cc([N+](=O)[O-])ccc2c1=O)NC1CCS(=O)(=O)C1 (centres undefined)	14	104	100	-4.9	9
45	O=C(Nc1ccccc1)c1ccc2snnc2c1	3	95	96	-0.6	7
46	O=C(NCc1ccccc1)N1CCNCC1	6	105	103	1.5	-7
47	CC(=O)c1c(C)[nH]c(C(=O)COc2ccc3ccc(=O)oc3c2)c1C	-5	99	94	0.7	7
48	C(=N\n1cnnc1)/c1ccc2ncccc2c1	9	96	95	-1.1	8
49	CCCOc1ccc(-c2nc(C#N)c(NCCCn3ccnc3)o2)cc1	3	98	93	0.9	2
50	C=CCNC(=O)CN1C(=O)C2C3c4ccccc4C(c4ccccc43)C2C1=O (centres undefined)	-6	93	84	0.6	0

entry	GRK2 aptamer HTS	VLA-4 inh	Bcl-xL primary	Fam108B counter
41	4	-9	21	0
42	0	12	1	3
43	2	1	4	2
44	1	0	9	-2
45	4	8	7	-1
46	0	7	-2	0
47	1	-4	-1	-2
48	1	1	7	3
49	0	7	-3	-2
50	0	3	5	6

One compound at a time, as listed above. Order of screens: GLD-1 TGE inh, CIT2-GFP yeast, AGP1 TOR yeast, MEX-5 binding, MCL1-BIM inh, GRK2 aptamer HTS, VLA-4 inh, Bcl-xL primary, Fam108B counter
Cc1nc(C(=O)NCCCO)cc2c1[nH]c1ccccc12 is entered as -6, 102, 97, 2.2, -2, 0, -6, 0, -5
CN1C2=NCCN2C(=O)c2cc(Cl)ccc21 is entered as 1, 106, 99, -0.3, 5, 0, -9, 3, 0

New compounds follow.
entry	canonical_smiles	GLD-1 TGE inh	CIT2-GFP yeast	AGP1 TOR yeast	MEX-5 binding	MCL1-BIM inh
51	O=C(CCNC(=O)c1ccccc1Cl)NCCc1ccc(Cl)cc1	2	97	95	-2.7	-10
52	O=C(CN1CCN(Cc2ccccc2)CC1)Nc1ccccc1	6	101	99	0.1	3
53	Cc1ccccc1OCC(=O)Nc1sc2c(c1C#N)CC(C)(C)NC2(C)C	1	100	100	1.8	7
54	CCCCNC(=O)c1onc(CSc2cccc(Cl)c2)c1C(=O)O	6	91	91	1.1	6
55	O=S(Cc1ccccc1)CC(O)(c1ccccc1)c1ccccc1 (centres undefined)	5	101	107	1.3	-3

entry	GRK2 aptamer HTS	VLA-4 inh	Bcl-xL primary	Fam108B counter
51	3	-4	4	-4
52	0	0	7	2
53	0	14	2	-3
54	0	0	3	0
55	3	-8	4	-2

Compounds as they come; any-hit rate near 2.2%.
